Screens (PubChem)
RMI-FANCM inh: blocks RMI1/RMI2 complex binding to FANCM MM2 peptide; Fluorescence polarization, RMI core complex with F-MM2 peptide; stronger effect = lower value; FP signal (polarization) at 33 µM; AID 1159607; 70,000 compounds, 0.58% hits; in the data active = FP signal below about 40; note: inactives centre near 61; strong numbers were not always called active; unit not given here
Active calls of the source: *; & = joins results of further samples.

Compound,RMI-FANCM inh
O=C(Cn1cccc(-c2nc(-c3ccccc3)no2)c1=O)Nc1ccc(Br)cc1F,125
O=S1(=O)CS(=O)(=O)Oc2ccccc2O1,61
CC(C)(C)c1csc(-c2ccc(/C=C(\C#N)S(C)(=O)=O)cc2)n1,57
CCOC(=O)c1sc(=NC(=O)c2ccc(N3C(=O)CCC3=O)cc2)n(C)c1C,61
O=C1OC(Nc2ccc(F)cc2F)c2ccccc21 (stereo not given),58
O=C(c1ccc(Br)o1)N1CCOCC1,64
O=S(=O)(NCc1ccsc1)c1ccc(Cl)cc1,67
CCc1nnc(NC(=O)CSc2nc3[nH]ncc3c(=O)[nH]2)s1,55
CC(C)C(=O)Nc1ccc(-c2ccccc2)cc1,63
O=C(Nc1cc(Cl)cc(Cl)c1)C12CC3CC(CC(C3)C1)C2,54
Cc1cc(F)ccc1S(=O)(=O)NCC(c1cccs1)N1CCc2ccccc2C1 (stereo not given),56
COC(=O)C1CCN(C(=O)CCc2csc3nc(-c4ccc(OC)cc4)cn23)CC1,63
COc1ccc(NC(=O)c2ccno2)c2ccccc12,54
Cc1cc(NCCc2ccccc2)c(C=O)c(=O)n1C,51
O=C(N/N=C\c1c(O)ccc2ccccc12)C(c1ccccc1)c1ccccc1,54
O=[N+]([O-])c1ccc(Sc2nc3ccccc3[nH]2)c(Cl)c1,50
Cn1nc(C(F)(F)F)c(-c2ccccc2)c1NC(=O)c1ccccc1,46
CC(=O)Oc1ccccc1N1C(=O)C=CC1=O,59
Cc1ccc(-c2nnc(CN3CCc4ccccc4C3)o2)cc1,72
O=C(Nc1ccc(SCc2ccccn2)nn1)c1cccc(F)c1,65
N#Cc1ccsc1NC(=O)c1ccccc1NS(=O)(=O)c1ccc(Cl)cc1,70
CCOC(=O)c1c(NC(=O)COc2ccccc2OC)sc2ccccc12,81
CCn1nccc1C(=O)Nc1sc2c(c1-c1nc3ccccc3s1)CCC(C)C2 (stereo not given),70
O=C(c1ccc(-c2ccc([N+](=O)[O-])cc2Cl)o1)N1CCOCC1,59
Cc1cc(SCC(=O)Nc2cc(C(C)(C)C)cc(C(C)(C)C)c2)nc2ccccc12,73
Cc1cc2nc(NC(=O)c3cc(Cl)sc3Cl)sc2cc1C,90
Cc1ccc(-n2ncc3c(=O)n(CC(=O)Nc4ccc([N+](=O)[O-])cc4)cnc32)cc1,58
CC(=O)N1CCC(c2nnc(-c3ccc(F)cc3)o2)CC1,58
COc1ccc(CC(=O)Nc2ccc(-c3ccc4nncn4n3)cc2)cc1OC,68
COc1ccc(NC(=O)c2cc(C)on2)c2ccccc12,54
CCCC[n+]1c(C)sc2ccccc21,54
O=C(CS(=O)(=O)Cc1ccccc1)N1CCCc2ccccc21,62
O=C1C2C3C=CC(C3)C2C(=O)N1CCN1CCN(Cc2ccc([N+](=O)[O-])cc2)CC1 (stereo not given),56&59
Cc1cccc(CS(=O)(=O)NCCCc2ccc(N(C)C)cc2)c1,73
Cc1ccc(S(=O)(=O)NCCn2cncn2)cc1C,63
COCC(=O)Nn1cnc2c(cnn2C(C)(C)C)c1=O,64
O=C(Nc1cccc(C(F)(F)F)c1)Nc1cnn2c(C(F)(F)F)cc(C(F)(F)F)nc12,55
CC(C)NC(=O)CCCCn1c(=O)c2ccccc2n(Cc2ccc(F)cc2Cl)c1=O,63
CCN(CC)C(=O)c1ccc(O)c(OC)c1,52&63
COc1ccc(NC(=O)C(=O)NCC(c2ccc(F)cc2)N2CCOCC2)cc1OC (stereo not given),64
Cc1ccc(S(=O)(=O)NC(C(=O)O)C(C)C)cc1 (stereo not given),56
CCC(=O)Nc1nc(-c2ccc(OC)cc2)c(C)s1,67
Oc1ccc(-n2cncn2)cc1,48
O=C(NCCn1nc(-c2ccccc2)ccc1=O)Nc1ccc2c(c1)OCO2,74
COC(=O)c1ccc(NC(=O)CSc2ccc(NC(=O)C3CC3)nn2)cc1,68
CCCS(=O)(=O)c1nc2ccccc2n1C/C=C/c1ccccc1,49
CCCN1CCc2c(sc(NC(=O)Cc3ccc(F)cc3)c2C(N)=O)C1,51
COc1ccc2nc(-c3ccc(F)c(NC(=O)Nc4ccccc4)c3)cn2n1,110
O=C(/C=C\c1ccccc1)NCC1CN(c2ccccc2)C(=O)O1 (stereo not given),57
CC(=O)N1CCC(c2nnc(-c3ccco3)s2)CC1,60
Cc1nc(C#N)c(N/N=C\c2c(F)cccc2Cl)o1,62
COc1ccc(CCNC2=NCCS2)cc1OC,58
O=C(CS(=O)(=O)c1cc(C(F)(F)F)cc(C(F)(F)F)c1)Nc1ccccc1F,47
CSc1sc(C(=O)/C(C#N)=C/Nc2ccccc2Cl)c2c1C=CCC2,61
CCOC(=O)c1ccccc1NC(=O)Cn1cccc(-c2nc(-c3ccc(Cl)cc3)no2)c1=O,75
COc1ccc(-c2noc(-c3cc(-c4ccccc4)n[nH]3)n2)cc1OC,84
CCC(Sc1ccc(C)cc1)C(=O)Nc1nnc(-c2ccccc2OC)s1 (stereo not given),93
O=S(=O)(NC1CCN(Cc2ccccc2)CC1)c1ccc(Cl)cc1,49
Cc1cc(C)c2nc(N(CCCN(C)C)C(=O)C3=COCCO3)sc2c1,89
CCCNC(=O)C(=O)NCCN1CCN(c2ccc(F)cc2)CC1,64

In a second layout: entries from further up.
O=C(/C=C\c1ccccc1)NCC1CN(c2ccccc2)C(=O)O1 (stereo not given)
  RMI-FANCM inh = 57

CC(=O)N1CCC(c2nnc(-c3ccco3)s2)CC1
  RMI-FANCM inh = 60

Cc1nc(C#N)c(N/N=C\c2c(F)cccc2Cl)o1
  RMI-FANCM inh = 62

3 of the entries above in order of their number in RMI-FANCM inh, largest number first:
Compound,RMI-FANCM inh
COc1ccc(-c2noc(-c3cc(-c4ccccc4)n[nH]3)n2)cc1OC,84
CCOC(=O)c1ccccc1NC(=O)Cn1cccc(-c2nc(-c3ccc(Cl)cc3)no2)c1=O,75
CCCNC(=O)C(=O)NCCN1CCN(c2ccc(F)cc2)CC1,64

(cont.)
Compound,RMI-FANCM inh
CC(C)c1ccc(S(=O)(=O)NNC(=O)CSc2ccccc2[N+](=O)[O-])cc1,54
O=[N+]([O-])c1ccc(Oc2c(Cl)cc(S(=O)(=O)N3CCCCC3)cc2Cl)cc1,56
CCOC(=O)c1oc2ccccc2c1NC(=O)c1ccnn1C,63
CC(C)(C)CC(=O)NC(C)(C)C,53
Cc1cc(NS(=O)(=O)c2ccc(Cl)s2)no1,55
CCc1ccc2nc(NCc3cccnc3)sc2c1,66
CC(C)(C)c1cc(C(=O)Nc2nsc(-c3ccccc3)n2)cc(C(C)(C)C)c1,71
Cc1cc(C)n(C(=O)c2ccc(S(=O)(=O)NCC3CCCO3)cc2)n1 (stereo not given),62
O=C(CSc1nc2[nH]ncc2c(=O)n1-c1ccccc1)Nc1nc(-c2ccccc2)ns1,72
COc1ccc(Oc2ccc(NC(=O)Cc3cccs3)cn2)cc1,53&52
CC(=O)Nc1ccc(-c2csc(C)n2)cc1,58
O=C(Nc1nc2ccccc2[nH]1)C1CCCN1/C=C/C(=O)C(F)(F)F (stereo not given),64

Some of these compounds in order of length of the SMILES, rising.
Compound,RMI-FANCM inh
CC(=O)Nc1ccc(-c2csc(C)n2)cc1,58
Cc1cc(NS(=O)(=O)c2ccc(Cl)s2)no1,55
O=C(CSc1nc2[nH]ncc2c(=O)n1-c1ccccc1)Nc1nc(-c2ccccc2)ns1,72

Other structures.
Compound,RMI-FANCM inh
CCOc1ccc(C(=O)Nc2sc(-c3ccccc3)cc2C(N)=O)cc1,66
CN(C)C(CNC(=O)C(=O)Nc1ccncc1)c1cccs1 (stereo not given),54
N#CCCn1nc(-c2ccccc2)cc1NC(=O)NC(=O)c1c(F)cccc1Cl,53
Cc1cccc2nc(CSc3ccccc3N)cn12,59
Cc1cc(=O)[nH]c(-n2nc(-c3cccs3)cc2NC(=O)C2(c3ccc(Cl)cc3)CCCC2)n1,61
CCOC(=O)C1=C(C)N=c2s/c(=C/c3ccc(OC)c(OC)c3)c(=O)n2C1c1ccco1 (stereo not given),63
COc1ccc(C=Nc2ccc(NC(=O)CCC(=O)O)cc2)c(OC)c1,60
Cn1c(SCC(=O)Nc2cccc(F)c2)nnc1-c1ccc(=O)n(C)c1,64
Cc1ccc(OCC(O)CN(CCO)Cc2ccccc2)c(C)c1 (stereo not given),62
CCC(C(=O)N1CCN(Cc2nc(-c3ccc(F)cc3)cs2)CC1)c1ccccc1 (stereo not given),62
O=C(Nc1ccc2c(c1)OCO2)C(=O)NC(c1ccccc1)c1ccccc1,53
CCOC(=O)C1=C(C)OC(N)=C(C#N)C1c1cc(OC)cc(OC)c1 (stereo not given),52
FC(F)(F)c1cccc(Nc2ncnc3sc4c(c23)CCC4)c1,72
CSc1ccccc1NC(=O)Cc1csc(NC(=O)c2ccc[nH]c2=O)n1,66
COC(=O)c1ccc(CSc2ccc(NC(=O)c3cccc(F)c3)nn2)o1,89
N#C/C(=C\c1ccc(-c2ccc(F)cc2)o1)c1nc(-c2ccco2)cs1,70
FC(F)(F)c1cccc(Nc2nnc(-c3cccnc3)s2)c1,49
CCOc1ccc(-c2noc(CSc3nc4ccsc4c(=O)n3CCOC)n2)cc1,85
COC(=O)/C(C#N)=C/c1ccc(SC)s1,32*
Cc1ccc(NC(=S)NCc2ccccn2)cc1C,73
CSc1nc(C)nc(N/C=C(\C#N)C(=O)C2CC2)n1,59
CN1CCN(C(CNS(=O)(=O)c2ccccc2F)c2ccsc2)CC1 (stereo not given),65
CN1CCCc2cc(C(CNC(=O)c3ccc(Br)o3)N(C)C)ccc21 (stereo not given),69
CCOCC(=O)NNC(=O)c1ccc(=O)n(Cc2ccc(Cl)cc2)c1,59
O=C(Cn1cnc2c(nnn2-c2ccc(Cl)cc2)c1=O)NCC1CCCO1 (stereo not given),57
NC(=O)Cc1cc(=O)[nH]c(=S)[nH]1,62
Cc1ccc(/C=C/C(=O)Nc2ccc3oc(=O)ccc3c2)cc1,85
Cn1cnc([N+](=O)[O-])c1NC1Cc2ccccc2C1,62
CCOc1ccc(NC(=O)Cc2cc(=O)[nH]c(SCc3ccccc3F)n2)cc1,65
CCc1ccc2c(c1)sc(=NC(=O)c1cc(C)nn1CC)n2CC(=O)OC,69
COc1ccc(CCNC(=O)C2CCCN(c3ccc(-c4ccc(Cl)cc4)nn3)C2)cc1OC (stereo not given),71
COc1ccc(-c2[nH]c3ccccc3c2SCCNC(=O)C2c3ccccc3OC3C=CC=CC32)cc1 (stereo not given),60
CCOC(=O)N1CCN(C(=O)CSc2ccc(NC(=O)c3ccccc3)nn2)CC1,50
Oc1ccccc1C=NC(c1ccccc1O)C(N=Cc1ccccc1O)c1ccccc1O (stereo not given),64
Cc1cc(NC(=O)C(=O)NCCCc2ccc(N(C)C)cc2)no1,68
CCOC(=O)C1=C(N)Oc2c(oc(CO)cc2=O)C1c1ccccc1F (stereo not given),55
Cc1cc(S(=O)(=O)N=C(N)c2ccc(C(N)=O)cc2)cc(C)c1F,40
O=C(CN1CCOCC1)Nc1oc2ccc(Cl)cc2c(=O)c1-c1ccc(Cl)cc1,82
CS(=O)(=O)Nc1ccc2c(c1)N(C(=O)C1CC1)CCC2,54
COCc1cc(=O)[nH]c(-c2csc(C)n2)n1,62
O=C(COc1ccccc1)NCC(=O)N/N=C\c1ccc(Br)cc1,62
CC1CCc2nc(NC(=O)c3cccc([N+](=O)[O-])c3)sc2C1 (stereo not given),52
CCn1nc(C)cc1C(=O)Nc1nc(-c2cc(Cl)sc2Cl)cs1,62
O=S(=O)(c1ccc(-c2csnn2)cc1)N1CCOCC1,54
O=C(NCc1cccnc1)C(=O)Nc1ccc(N2CCCCS2(=O)=O)cc1,54
CCN(CC)c1ccc(NS(=O)(=O)c2ccc(F)cc2)cc1,58
Brc1cccc2sc(N3CCOCC3)nc12,58
COc1ccccc1OCC(=O)NCCc1ccc(N2CCCC2)cc1,72
O=C(CCSc1ccccn1)c1ccc(Cl)cc1,54
Cc1cccc(CC(=O)NCCn2ncc3c(=O)n(Cc4ccccc4F)cnc32)c1,66
S=c1[nH]nc2oc3ccccc3n12,51
CC12CCC3c4ccc(N)cc4CCC3C1CCC2=O (stereo not given),54
CCOc1ccc(-c2nnc3ccc(SCC(=O)NC4CCCC4)nn23)cc1,61
CN(C)c1ccc(CCCNC(=O)C(=O)Nc2ccccc2C#N)cc1,75
COc1ccc(-c2coc3cc(OS(=O)(=O)c4ccccc4)ccc3c2=O)cc1,65
CC(=O)Nc1ccc(SCCCC(=O)N2CCN(C)CC2)nn1,64
COc1ccc(NC(=O)Cn2c(C)nc3c(sc4cccc(F)c43)c2=O)cc1Cl,130
CCCc1cc(=O)oc2cc(OC(C)C(=O)NN)ccc12 (stereo not given),62
COC(=O)c1ccc(NC(=O)c2csc3nc(-c4cccc(OC)c4)cn23)cc1,71
CCOC(=O)c1sc(=NC(=O)CCCSc2ccc(OC)cc2)n(C)c1C,52

(next part)
Compound,RMI-FANCM inh
COc1ccc(C=C2C(=O)N(c3ccccc3)C(=O)N(c3ccccc3)C2=O)cc1,59
C/C(=N/Nc1nc2c(c(=O)n(C)c(=O)n2C)n1CCc1ccccc1)c1ccc(O)cc1,54
COc1nn(C)cc1C(=O)Nc1ccc(C(F)(F)F)cc1,57
Cc1cc(NC(=O)c2ccc3ncsc3c2)n(-c2nc3c(F)cccc3s2)n1,71
Cn1c(=NC(=O)c2ccc([N+](=O)[O-])cc2)sc2cc3c(cc21)OCCO3,74
C#CCn1c(=NC(=O)c2cc3ccccc3oc2=O)sc2cc(Br)ccc21,80
O=C(O)c1nccnc1C(=O)N1CCCN(C(=O)c2cccs2)CC1,56

The list is partial; rates above refer to the full screens.
